Screening results from PubChem.
HEK293 cAMP ctrl: qHTS Assay for Agonists of the Thyroid Stimulating Hormone Receptor: Activators of Intracellular cAMP Concentrations in Parental HEK 293; Potency, µM (titrated, usually from 57.1 µM), without a hit: at the top dose activation, hits mostly activators; 73,000 tested, 2.5% active; parental HEK293 CNG cAMP sensor, membrane potential fluorescence; further: potency means the concentration at half of the fitted maximal effect; % of control where 0% means no effect; nearly all actives have a fitted effect of over 55% in size
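Parental HEK 293 cells stably expressing a cAMP-gated CNG channel were loaded with membrane potential dye containing 100 uM RO 20-1724 for 60 min. Compound added for 30 min; depolarization read as fluorescence intensity at 590 nm.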
BRCT PPI red: qHTS Assay for Inhibitors of BRCT-Phosphoprotein Interaction (Red Fluorophore); BRCT-phosphopeptide binding, red fluorescence polarization; 75,000 tested, 0.03% active; Potency, µM (top dose mostly 76.9 µM), inactives show at the highest dose activity change, negative = inhibition, most hits filed as inhibitors; Breast cancer type 1 susceptibility protein (Homo sapiens), P38398; further: on the % scale 0 is the no-effect control and ±100 the full control effect
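Rhodamine-labelled pBACH1 10-mer (100 nM) bound to BRCT domain (100 nM) at pH 7.3; compounds incubated 12 min room temperature, polarization read. Free peptide defines full inhibition; unlabelled decapeptide titrated as control.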
UbGFP stabilizer: Ubiquitin-GFP Assay; Ubiquitin-GFP reporter cells, proteasome inhibition, GFP fluorescence; response scale: untreated = 0%, 10 µM MG-132 = 100%; 67,000 tested, under 10 active; Potency, µM (highest dose often 45.9 µM), for inactives: top-dose activation (GFP accumulation), usual class: activators; active means well fitted activation curve with a large enough effect, not every such curve was filed as active; inconclusive means small, poorly fitted or top-dose-only effect, or another doubt; inactive means no such curve, though single readings can be large or run the other way; further: potency means the concentration at half of the fitted maximal effect
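Reporter cells (U2OS, ubiquitin-G76V-GFP fusion) are plated overnight, then treated 4 hr at 37 °C with compound titrations from 46 uM down to 2.9 nM. Activity is scaled against untreated cells and 10 uM MG-132.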
BRCT inh green: qHTS Assay for Inhibitors of BRCT-Phosphoprotein Interaction (Green Fluorophore); Potency, µM (titrated, usually from 76.9 µM), for inactives: at the top dose activity change, negative = inhibition, most hits filed as inhibitors; AID 875, 2007; BRCA1 BRCT-phosphopeptide binding, green fluorescence polarization; 75,000 tested, 0.05% active;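 further: potency means the concentration at half of the fitted maximal effect; plate controls were peptide without protein for full effect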
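Compounds were incubated for 12 min at room temperature with a complex of 100 nM fluorescein-tagged pBACH1 decapeptide and 250 nM His-tagged BRCT protein. Buffer was phosphate pH 7.3 with EDTA, DTT and Tween 20. Disruption of binding lowers the polarization signal.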
4MU fluor: qHTS Assay for Spectroscopic Profiling in 4-MU Spectral Region | AID 589, 2007 | 59,000 tested, 11% active | compound autofluorescence, 340/450 nm, 4-MU equivalents; active compounds read high | max dye-equivalent concentration, M; in the data active means max dye-equivalent concentration above about 10 nM; inconclusive means mostly about 1.1 nM to 9.6 nM
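Intrinsic fluorescence at 340/450 nm (ex/em) was read after 15 min at room temperature in pH 8.0, 100 mM Tris. Each compound concentration expressed as 4-MU-equivalent concentration from a six-point 4-MU standard series on each plate.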
Fluorescein autfl: qHTS Assay for Spectroscopic Profiling in Fluorescein Spectral Region | AID 593, 2007 | 59,000 tested, 0.91% active | Compound autofluorescence, 480/540 nm, fluorescein-equivalent; active compounds read high | max fluorescein-equivalent concentration, M; in the data active means max fluorescein-equivalent concentration above about 10 nM; inconclusive means between about 1.1 nM and that limit
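Fluorescein stocks ranging 3 mM down to 300 nM, plus DMSO blanks, were pinned alongside compounds to build a per-plate standard curve. Buffer: 100 mM Tris, pH 8.0. Incubation 15 min, room temperature; filters 480/540 nm.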
Casp7 inh: qHTS Assay for Allosteric/Competitive Inhibitors of Caspase-7 | P55210 | recombinant caspase-7, Ac-DEVD-AFC fluorescence rate | Potency, µM (highest dose often 57.5 µM), inactives show top-dose activity change, negative = inhibition, actives largely listed as inhibitors | 75,000 tested, 0.02% active; active means well fitted inhibition curve with a large enough effect in the main read-out, with a control signal flat, not every such curve was filed as active; inconclusive means small, poorly fitted or top-dose-only effect, or a change in a side signal; further: potency means the concentration at half of the fitted maximal effect; % of control where 0% means no effect
Target sequence (P55210 24-198 limits assumed): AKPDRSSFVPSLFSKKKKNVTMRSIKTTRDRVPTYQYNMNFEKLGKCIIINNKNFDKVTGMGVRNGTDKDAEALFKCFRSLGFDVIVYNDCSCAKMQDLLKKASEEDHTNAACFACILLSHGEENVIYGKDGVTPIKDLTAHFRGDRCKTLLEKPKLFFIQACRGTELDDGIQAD
Target sequence (P55210 207-303 limits assumed): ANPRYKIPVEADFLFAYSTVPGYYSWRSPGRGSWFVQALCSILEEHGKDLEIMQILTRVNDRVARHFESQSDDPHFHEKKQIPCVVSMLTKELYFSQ
GFP derepression: qHTS Assay for Epigenetic Modulators. mouse C127i GFP locus derepression, cytometry, 30 h. Potency, µM (series often up to 46.1 µM), for the others: top-dose GFP derepression (activation). 68,000 tested, 0.09% active; further: % of control where 0% means no effect
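Read-out is the number of GFP-positive cells, scored as fluorescent objects 20 to 120 um wide, reflecting derepression of a silenced CMV-GFP reporter in murine C127i cells after 30 h compound exposure at 37 C.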
USP2a inhib: qHTS Assay for Inhibitors of Ubiquitin-specific Protease USP2a. Ubiquitin carboxyl-terminal hydrolase 2 (Homo sapiens), O75604. USP2a enzymatic assay, qHTS inhibition. Potency, µM (top dose mostly 38.3 µM), inactives show top-dose activity change, negative = inhibition, actives largely listed as inhibitors. 60,000 tested, 0.1% active. AID 927, 2007;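 further: potency means the concentration at half of the fitted maximal effect; nearly all actives have a fitted effect of over 60% in size; plate controls were DMSO for no effect and NEM full inhibition control for full effect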
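USP2 core (20nM final) preincubated 30 min RT with compound, then Ub-PLA2 20nM and NBD C6-HPC 20uM final added; buffer 20mM Tris-HCl pH 8.0, 2mM CaCl2. Fluorescence Ex 460/Em 535 read at 0 and 2.5 h; normalized to NEM.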
A350 autofl: qHTS Assay for Spectroscopic Profiling in A350 Spectral Region. Compound autofluorescence, 340/450 nm, Alexa 350 dye-equivalents; active compounds read high. max dye-equivalent concentration, M. 59,000 tested, 11% active. AID 590, 2007; in the data active means max dye-equivalent concentration above about 10 nM; inconclusive means mostly about 1.1 nM to 9.6 nM
Casp1 inh: qHTS Assay for Allosteric/Competitive Inhibitors of Caspase-1. Potency, µM (doses to about 57.5 µM), inactives show at the highest dose activity change, negative = inhibition, actives largely listed as inhibitors. Caspase-1 enzyme, Ac-WEHD-AFC fluorogenic rate. P29466. 75,000 tested, 0.03% active. AID 900, 2007;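 further: potency means the concentration at half of the fitted maximal effect; plate controls were vehicle for no effect and no substrate for full effect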
Target sequence (P29466 120-297 limits assumed): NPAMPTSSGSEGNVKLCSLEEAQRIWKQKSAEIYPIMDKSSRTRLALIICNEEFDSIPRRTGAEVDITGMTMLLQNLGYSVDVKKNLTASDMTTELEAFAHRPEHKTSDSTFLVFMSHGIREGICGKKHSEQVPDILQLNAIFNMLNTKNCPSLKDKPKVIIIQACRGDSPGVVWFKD
Target sequence (P29466 317-404 limits assumed): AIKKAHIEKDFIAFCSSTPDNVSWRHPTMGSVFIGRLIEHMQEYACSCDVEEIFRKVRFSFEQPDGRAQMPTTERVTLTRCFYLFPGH
* hit, by the source's call; i = inactive; ? = inconclusive; . = no result given; [ ] = another dose, or the depositor's remark. Unless noted, the call rests on the fitted dose curve; in most records, active means well fitted curve in the direction sought with a large enough effect; inconclusive means small, poorly fitted or top-dose-only effect, or another doubt; inactive means no such curve, though single readings can be large; an effect the other way counts as inactive or inconclusive. A portion of the library; count on the stated rates, not on these rows.

Sequence of screens – HEK293 cAMP ctrl	BRCT PPI red	UbGFP stabilizer	BRCT inh green	4MU fluor	Fluorescein autfl	Casp7 inh	GFP derepression	USP2a inhib	A350 autofl	Casp1 inh
#1 CCOC(=O)COn1c(=O)c(=O)n(O)c2ccccc21
  -4%[11.4 µM]	-1.7%	0%[9.17 µM]	-0.5%	.	.	-2%	0%	3%[7.66 µM]	.	-1%
#2 NC(=O)NC(=O)CSc1cccc(C(F)(F)F)c1
  -6%	1.6%	4%	0.9%	i	?	-6%	0%	5%	i	-1%
#3 Nc1nc2c(ncn2[C@@H]2C=C[C@@H](CO)C2)c(=O)[nH]1
  5%[11.4 µM]	0.1%[15.4 µM]	3%[9.17 µM]	-2.5%[15.4 µM]	i	i	1%[11.5 µM]	0%[9.22 µM]	.	i	1%[11.5 µM]
#4 COc1cccc(C2=NOC(C(=O)Nc3ccc(C(C)=O)cc3)C2)c1 (stereo not drawn)
  4%	0.2%	13%	-1.7%	i	i	-1%	0%	16%	i	2%
#5 CC(NC(=O)COc1ccccc1)C(c1ccccc1)N1CCN(C)CC1 (stereo not drawn)
  17%	-0.4%	-2%	-1.5%	i	i	0%	1%	2%	i	-3%
#6 COc1ccccc1-c1cc(C(=O)N2CCc3ccccc3C2)no1
  23%	0.3%	-9%	1.7%	.	.	-4%	5%	.	.	-3%
#7 COc1ccc(NC(=O)Nc2c(C)n(C)n(-c3ccccc3)c2=O)cc1
  ?	-2.4%	-3%	-1.7%	.	.	5%	.	.	.	-3%
#8 CCC(C)c1ccc(NC(=O)c2cccnc2)cc1 (stereo not drawn)
  0%[11.4 µM]	0.4%	-14%[9.17 µM]	1.8%	.	.	0%	-2%	5%[7.66 µM]	.	-2%
#9 CCOc1ccc(N2C(=O)CC(N3CCN(C(=O)CN4CCCC4)CC3)C2=O)cc1 (stereo not drawn)
  3%	0.6%	13%	0.5%	.	.	-1%	0%	6%	.	-1%
#10 Cn1c(=O)c2c(ncn2CC(=O)N2CCCc3ccccc32)n(C)c1=O
  9%	-1.3%	.	2.5%	.	.	-1%	.	.	.	0%
#11 COc1ccc2[nH]c(=O)c(CN(C)C(=O)C3CCCCC3)cc2c1
  -1%	-0.5%	.	-0.1%	2.1e-07M*	?	-1%	0%	11%	2.8e-07M*	-2%
#12 O=C(COc1ncnc2ccccc12)N1CCN(C(=O)c2ccco2)CC1
  1%	1.1%	2%	-1.0%	i	?	0%	2%	4%	i	-2%
#13 CCOC(=O)N1CCN(S(=O)(=O)c2ccc(OCC(=O)OC)cc2)CC1
  -1%	-0.5%	-3%	-1.5%	i	i	0%	-3%	-3%	i	1%
#14 CCc1ccc(S(=O)(=O)c2n[nH]n3c2nc(=O)c2ccccc23)cc1
  ?	-0.7%	10%	-0.3%	3.5e-07M*	i	-10%	1%	5%	3e-07M*	-12%
#15 CCCn1c(SCC(=O)NCCc2ccc(Cl)cc2Cl)n[nH]c1=O
  8%	-1.0%	-4%	0.1%	i	i	-1%	0%	3%	i	-2%

The final 4 entries of the section before are carried over, then new ones follow:
Sequence of screens – HEK293 cAMP ctrl	BRCT PPI red	UbGFP stabilizer	BRCT inh green	4MU fluor	Fluorescein autfl	Casp7 inh	GFP derepression	USP2a inhib	A350 autofl	Casp1 inh
#12 O=C(COc1ncnc2ccccc12)N1CCN(C(=O)c2ccco2)CC1
  1%	1.1%	2%	-1.0%	i	?	0%	2%	4%	i	-2%
#13 CCOC(=O)N1CCN(S(=O)(=O)c2ccc(OCC(=O)OC)cc2)CC1
  -1%	-0.5%	-3%	-1.5%	i	i	0%	-3%	-3%	i	1%
#14 CCc1ccc(S(=O)(=O)c2n[nH]n3c2nc(=O)c2ccccc23)cc1
  ?	-0.7%	10%	-0.3%	3.5e-07M*	i	-10%	1%	5%	3e-07M*	-12%
#15 CCCn1c(SCC(=O)NCCc2ccc(Cl)cc2Cl)n[nH]c1=O
  8%	-1.0%	-4%	0.1%	i	i	-1%	0%	3%	i	-2%
#16 CC(=O)Cn1c(CN2CC(C)CC(C)C2)nc2c1c(=O)n(C)c(=O)n2C (stereo not drawn)
  10%	-0.4%	.	-0.4%	?	?	0%	-2%	-4%	?	-1%
#17 CCCc1nn(CCc2ccccn2)c(N)c1CC
  8%	0.6%	.	-3.1%	i	i	-2%	0%	6%	?	-1%
#18 COc1ccc(Oc2ncc3nc(-c4cc(F)cc(F)c4)c(=O)n(CCC#N)c3n2)cc1
  -29%	-4.9%	2%	-0.6%	i	?	-25%	-5%[9.22 µM]	122%[activator]	i	-12%
#19 O=C(Nc1nc(-c2nc3ccccc3s2)cs1)c1ccco1
  ?	0.2%	0%	-3.6%	.	.	-4%	.	.	.	-4%
#20 COc1ccc(N2C(=O)CCC2=O)cc1
  -5%[11.4 µM]	-0.8%	4%[9.17 µM]	-1.4%	.	.	-7%	0%	9%[7.66 µM]	.	-3%
#21 CCCCN(C)C(=O)C1CCN(CCCc2ccccc2)CC1
  ?	0.4%	8%	-1.9%	i	i	0%	0%	18%	i	-1%
#22 O=C(NCCCCNC(=O)c1cccnc1)c1cccnc1
  -4%	-0.8%	-1%	1.4%	i	i	0%	-1%	-4%	i	1%
#23 Cc1ccc(C(=O)NC2CC(C)(C)NC(C)(C)C2)cc1C
  0%	0.3%	-3%	-1.9%	i	i	-1%	-2%	-8%	i	1%
#24 COc1ccc(S(=O)(=O)N2CCSC2c2ccccc2)cc1 (stereo not drawn)
  28%	0.9%	10%	-6.0%	i	i	2%	0%	-7%	i	-1%
#25 C[C@H](Br)C(=O)Nc1ccc(C(=O)O)c(O)c1
  9%[11.4 µM]	-1.7%[15.4 µM]	-2%[9.17 µM]	-1.8%[15.4 µM]	i	?	0%[11.5 µM]	16%[9.22 µM]	.	i	-1%[11.5 µM]
#26 CCc1cc(Br)ccc1NC(=O)C1CCCO1 (stereo not drawn)
  6%	0.7%	-1%	-1.3%	i	i	-2%	0%	-4%	i	-1%
#27 O=C(CN(C(=O)CSc1nnc(COc2ccccc2)o1)c1ccc(F)cc1)NC1CCCCC1
  14%	-1.2%	2%	-2.6%	i	i	-3%	-5%	8%	i	-4%
#28 CCN(CC)CCn1c(=N)n(CCO)c2ccccc21
  15%	0.8%	-11%	-1.1%	.	.	0%	5%	0%	.	2%
#29 CC(C)CC(OC(=O)c1cccs1)C(=O)NCC1CCCO1 (stereo not drawn)
  -15%	-0.3%	-3%	0.2%	i	?	-1%	-1%	5%	i	-1%
#30 O=C(NC1=NCCS1)c1ccc2c(c1)C(=O)N(Cc1ccco1)C2=O
  0%	1.2%	-5%	-1.6%	i	i	-2%	-3%	22%	i	-2%
#31 CCOc1ccccc1NC(=O)c1cccc2c1C(=O)N(CCOC)C2
  6%	-1.4%	3%	2.2%	.	.	-2%	-2%	.	.	-1%
#32 Cc1ccc(S(=O)(=O)N2CCN(S(=O)(=O)c3ccc4c(c3)OCCO4)CC2)cc1
  0%	-0.3%	2%	-0.8%	i	i	0%	1%	7%	i	0%
#33 O=C(NCc1ccccc1)NC1(C(=O)Nc2ccc3c(c2)OCCO3)CCCCC1
  15%	-0.1%	0%	1.6%	i	i	-2%	-1%	4%	i	-6%
#34 CCOC(=O)CC(=O)CSc1ncnc2c1cnn2-c1ccccc1
  -2%	-0.3%	4%	2.7%	i	?	-2%	0%	28%	i	-1%
#35 CCc1nc(NCC2CCCO2)c2oc3ccccc3c2n1 (stereo not drawn)
  17%	-1.4%	1%	-1.6%	i	?	1%	4%	2%	i	-1%
#36 O=C(Nc1ccc(-c2nnc(-c3ccccc3)o2)cc1)C(F)(F)F
  1%	-0.2%	.	-0.8%	.	.	1%	.	.	.	0%
#37 COc1cccc2cc(C(=O)n3ccc(C)n3)c(=O)oc12
  10%	-2.2%	-3%	-1.8%	i	i	-1%	0%	-9%	?	0%
#38 CC(C)COC(=O)C1C2C=CC3(CN(C4CCCC4)C(=O)C13)O2 (stereo not drawn)
  2%	0.5%	-9%	-1.3%	.	.	-2%	.	.	.	-1%
#39 CCCc1nnc2n1N=C(c1ccc(-c3cc(Cl)ccc3Cl)o1)CS2
  5%	-0.1%	1%	-3.3%	i	?	1%	-1%	16%	i	1%
#40 O=C(NCCCN1CCOCC1)c1c(F)cccc1F
  2%	0.6%	-1%	-3.7%	i	i	-1%	-3%	-6%	i	-1%
#41 COc1ccc(OC)c(NC(=O)CSc2nnc(N)s2)c1
  1%	0.2%	1%	-1.1%	i	i	1%	-2%	1%	i	2%
#42 COc1ccc(N2CC(C(=O)NCCc3ccc(OC)c(OC)c3)CC2=O)cc1 (stereo not drawn)
  ?	-1.7%	9%[9.17 µM]	-1.5%	.	.	1%	3%	1%[7.66 µM]	.	1%
